Screens: PubChem BioAssay, National Center for Advancing Translational Sciences (NCATS)
PGK inhibitor = T. brucei PGK inhibition; P07378; PGK/GAPDH coupled, Kinase-Glo luminescence, 60 min; Potency, µM (series often up to 57.5 µM), inactives show top-dose activity change, negative = inhibition, hits mostly inhibitors; actives 0.043% (n = 380,000); AID 602233; further: on the % scale 0 is the no-effect control and ±100 the full control effect; nearly all actives have a fitted effect of over 60% in size
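Recombinant glycosomal PGK reaction used 1,3-bisphosphoglycerate generated in-well by GAPDH (100nM final) in 100mM TEA pH 7.6, 5mM MgCl2, 0.01% Tween-20. After 60 minutes at room temperature, ATP was read by Kinase-Glo Plus luminescence end-point.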
G9a inh = inhibitors of human histone lysine methyltransferase G9a; Q96KQ7; G9a H3K9 monomethylation, AlphaScreen, 2 h; Potency, µM (series often up to 102 µM), for inactives: top-dose activity, negative = inhibition, usual class: inhibitors; actives 8.8% (n = 350,000); AID 504332; further: on the % scale 0 is the no-effect control and ±100 the full control effect; nearly all actives have a fitted effect of over 75% in size
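G9a (20 nM) preincubated 15 min RT with compounds, then 500 nM biotinylated H3K9 peptide and 20 uM SAM added; 2 h RT reaction. Monomethyl-H3K9 product detected by AlphaScreen with anti-H3K9me1 antibody, streptavidin donor and anti-rabbit IgG acceptor beads.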
Pin1 inh = inhibitors of human Pin1; Q13526; Pin1 FP peptide displacement, HiFluor488, 10 min; Potency, µM (titrated, usually from 115 µM), for the others: at the top dose activity, negative = inhibition, hits mostly inhibitors; actives 0.009% (n = 390,000); active means well fitted inhibition curve with a large enough effect in the polarisation, with a control signal flat, not every such curve was filed as active; inconclusive means small, poorly fitted or top-dose-only effect, or effect the other way, or a change in a side signal; inactive means no such curve, though single readings can be large or run the other way; the % refers to the polarisation; further: on the % scale 0 is the no-effect control and ±100 the full control effect
Target sequence (Q13526 whole entry, looked up): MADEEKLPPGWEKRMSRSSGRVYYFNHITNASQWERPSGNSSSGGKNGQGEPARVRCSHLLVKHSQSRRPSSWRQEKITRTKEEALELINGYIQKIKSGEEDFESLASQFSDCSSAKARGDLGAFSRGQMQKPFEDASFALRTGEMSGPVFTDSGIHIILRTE
BLM helicase inh = Bloom syndrome helicase (human) inhibition; Potency, µM (top dose mostly 56.1 µM), for the others: at the top dose activity change, negative = inhibition, actives largely listed as inhibitors; AID 2528; actives 0.2% (n = 350,000); recombinant BLM DNA unwinding, fluorescence dequenching;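 further: plate controls were vehicle for no effect and no enzyme for full effect; nearly all actives have a fitted effect of over 35% in size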
JMJD2A Tudor inh = inhibitors of human JMJD2A Tudor domain; O75164; AlphaScreen JMJD2A-Tudor / H3K4me3 peptide binding; Potency, µM (doses to about 114 µM), without a hit: at the highest dose activity change, negative = inhibition, most hits filed as inhibitors; actives 4.4% (n = 390,000); further: on the % scale 0 is the no-effect control and ±100 the full control effect; nearly all actives have a fitted effect of over 50% in size
GLS inhibitor = glutaminase GLS (human) inhibition; O94925; GLS enzymatic activity, qHTS titration; Potency, µM (top dose mostly 45.5 µM), without a hit: at the highest dose activity change, negative = inhibition, actives largely listed as inhibitors; actives 0.21% (n = 410,000); AID 624170; further: on the % scale 0 is the no-effect control and ±100 the full control effect
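Read-out is an Amplex red fluorescence increase coupled through glutamate oxidase and HRP, measured before and after 30 min room-temperature incubation. hKGA is in 45 mM KH2PO4 (pH 8.2) with 0.02% Tween-20; glutamine added as 1mM solution.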
BAZ2B inh = blocks human BAZ2B. AID 504333. actives 4.4% (n = 360,000). Potency, µM (doses to about 114 µM), for the others: at the top dose activity change, negative = inhibition, usual class: inhibitors. Q9UIF8. AlphaScreen BAZ2B-H3K14Ac peptide displacement; further: on the % scale 0 is the no-effect control and ±100 the full control effect; nearly all actives have a fitted effect of over 60% in size
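AlphaScreen displacement: compounds (up to 110uM) incubated 30 min at room temperature with a preformed 50 nM BAZ2B/50 nM biotinylated H3K14Ac peptide complex in PBS pH 7.4 with Tween-20. Donor and acceptor beads at 10 ug/mL final added, 20 min light-protected before reading.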
HP1b chromo inh = blocks HP1-beta chromodomain binding to methylated histone tails; AID 540317; P83916; AlphaScreen HP1-beta / biotin-H3K9me3 peptide binding; Potency, µM (highest dose often 114 µM), for the others: at the top dose activity change, negative = inhibition, usual class: inhibitors; actives 0.56% (n = 390,000); further: nearly all actives have a fitted effect of over 70% in size; inactives centre near 23
Target sequence (P83916 whole entry, looked up): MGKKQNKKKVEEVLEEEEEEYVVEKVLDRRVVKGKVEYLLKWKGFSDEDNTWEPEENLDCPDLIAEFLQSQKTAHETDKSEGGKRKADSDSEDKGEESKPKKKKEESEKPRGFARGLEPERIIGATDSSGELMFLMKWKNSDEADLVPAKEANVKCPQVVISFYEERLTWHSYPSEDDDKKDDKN
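Compound inhibition of the preformed complex between 50 nM HP1-beta and 50 nM biotinylated H3K9me3 peptide was read by AlphaScreen. Buffer was PBS pH 7.4 with 0.01% Tween-20. Incubations ran 30 min at room temperature, with 10 ug/mL donor/acceptor beads.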
Pol iota inh = inhibitors of human DNA polymerase iota; Q9UNA4; Pol iota fluorescent replication assay, 10 min; Potency, µM (highest dose often 115 µM), inactives show top-dose activity, negative = inhibition, most hits filed as inhibitors; actives 1% (n = 390,000)
Target sequence (Q9UNA4 whole entry, looked up): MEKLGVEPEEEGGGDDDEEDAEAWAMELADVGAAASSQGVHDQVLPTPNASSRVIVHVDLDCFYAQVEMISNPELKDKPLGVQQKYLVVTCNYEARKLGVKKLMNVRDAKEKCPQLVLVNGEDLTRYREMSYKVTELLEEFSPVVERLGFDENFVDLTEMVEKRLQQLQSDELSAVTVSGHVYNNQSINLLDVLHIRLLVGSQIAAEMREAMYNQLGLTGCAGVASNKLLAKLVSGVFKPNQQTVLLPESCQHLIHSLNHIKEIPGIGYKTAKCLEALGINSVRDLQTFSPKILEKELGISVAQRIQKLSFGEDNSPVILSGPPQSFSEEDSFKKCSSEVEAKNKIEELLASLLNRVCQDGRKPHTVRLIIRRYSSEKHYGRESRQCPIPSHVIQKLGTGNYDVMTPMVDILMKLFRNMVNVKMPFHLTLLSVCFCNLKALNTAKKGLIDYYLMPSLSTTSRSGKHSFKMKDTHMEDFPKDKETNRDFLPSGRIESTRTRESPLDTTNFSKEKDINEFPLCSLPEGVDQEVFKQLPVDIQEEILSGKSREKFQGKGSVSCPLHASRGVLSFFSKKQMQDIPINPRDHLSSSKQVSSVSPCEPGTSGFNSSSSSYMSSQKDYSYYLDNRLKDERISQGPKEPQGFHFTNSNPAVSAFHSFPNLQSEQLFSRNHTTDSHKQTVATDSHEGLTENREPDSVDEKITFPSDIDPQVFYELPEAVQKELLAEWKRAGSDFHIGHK
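Fluorescent replication assay read twice, at 0 min and 10 min after adding 50 nM (final) substrate. Enzyme (10 nM) and compounds were first incubated 15 min at room temperature; enzyme-free buffer wells were negative controls.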
* hit, by the source's call; i = inactive; ? = inconclusive; . = no result given; [ ] = remark or other dose. Unless noted, the call rests on the fitted dose curve; in most records, active means well fitted curve in the direction sought with a large enough effect; inconclusive means small, poorly fitted or top-dose-only effect, or another doubt; inactive means no such curve, though single readings can be large; an effect the other way counts as inactive or inconclusive. Potency means the concentration at half of the fitted maximal effect. Some of the compounds tested; count on the stated rates, not on these rows.

SMILES	PGK inhibitor	G9a inh	Pin1 inh	BLM helicase inh	JMJD2A Tudor inh	GLS inhibitor	BAZ2B inh	HP1b chromo inh	Pol iota inh
CC(=O)c1c(N2CCN(C(=O)c3ccco3)CC2)nc(=S)n(-c2ccccc2)c1C	-6%	10%[59 µM]	-4%	1%	-3%	1%	9%	13%	-9%
O=c1cc2c(nn1Cc1ccccc1Cl)-c1ccccc1CC2	-10%	14%[12.7 µM]	-4%	-6%	-3%[11.4 µM]	-22%	7%	12%	-1%
O=C(NNC(=O)C1CCCN(S(=O)(=O)c2cccc(F)c2)C1)C1CC1 (centres undefined)	-4%	17%	-2%	0%	-10%	2%	1%	23%	6%
CC(=O)c1ccc(NC(=O)Nc2ccncc2)cc1	0%	-3%	?	0%	-15%	-6%	?	34%	25%
CN(C)S(=O)(=O)c1cccc(COc2ccccc2C(=O)Nc2ccccc2)c1	6%	26%	8%	-5%	-18%	1%	-8%	34%	-12%
CCCc1cc2c(=O)c(-c3cscn3)c(C(=O)OCC)oc2cc1O	-9%	?	-8%	-1%	-16%	6%	.	-11%	24%
CCOc1ccc(Oc2cc(C)nc(SC)n2)nn1	-6%	?	4%	6%	-15%	8%	7%	17%	-3%
O=C(NC1CCSc2ccccc21)c1ccc(Cl)c(S(=O)(=O)N2CCOCC2)c1 (centres undefined)	-4%	5%	-1%	-8%	-26%	-8%	-35%	5%	-6%
CCOc1ccc2nc(N(CCCN(C)C)C(=O)c3ccc4c(c3)CCCC4)sc2c1	4%	45µM*	-3%	5%	?	-7%	?	-4%	-20%
CCOc1ccccc1NC(=O)Cn1cc(C(=O)c2ccc(Cl)cc2)c(=O)c2ccc(C)nc21	i	-24%[59 µM]	24%	-5%	-25%	-5%	5%[57.1 µM]	-7%	-4%
COCCNC(=S)N/N=C(\C)c1cccc(C(F)(F)F)c1	i	25%	-2%	-12%	-11%	-11%	-15%	21%	11%
O=c1oc2ccccc2cc1-c1ccc(O)cc1O	-2%	-2%[59 µM]	-5%	1%	-13%	-12%	2%	33%	3%

Given as labelled records: 2 of the compounds above
O=C(NC1CCSc2ccccc21)c1ccc(Cl)c(S(=O)(=O)N2CCOCC2)c1 (centres undefined)
  PGK inhibitor = -4% | G9a inh = 5% | Pin1 inh = -1% | BLM helicase inh = -8% | JMJD2A Tudor inh = -26% | GLS inhibitor = -8% | BAZ2B inh = -35% | HP1b chromo inh = 5% | Pol iota inh = -6%

CCOc1ccc2nc(N(CCCN(C)C)C(=O)c3ccc4c(c3)CCCC4)sc2c1
  PGK inhibitor = 4% | G9a inh = 45µM* | Pin1 inh = -3% | BLM helicase inh = 5% | JMJD2A Tudor inh = ? | GLS inhibitor = -7% | BAZ2B inh = ? | HP1b chromo inh = -4% | Pol iota inh = -20%

(next part)
SMILES	PGK inhibitor	G9a inh	Pin1 inh	BLM helicase inh	JMJD2A Tudor inh	GLS inhibitor	BAZ2B inh	HP1b chromo inh	Pol iota inh
O=C(Nc1ccc(Br)cc1)C1C2C=CC3(O2)C1C(=O)N(CCN1CCOCC1)C3C(=O)NC1CCCCC1 (centres undefined)	-10%	-6%	-8%	-3%	-6%	3%	3%	2%	52%[activator]
CCC(Oc1cc(Cl)ccc1Cl)C(=O)NNC(=O)CCC(=O)O (centres undefined)	-2%	13%[59 µM]	10%	3%	-16%	-2%	5%	32%	-4%
O=C(Nn1cnnc1)c1ccc(Cl)c(Cl)c1	-8%	?	-1%	-2%	12%	-8%	-10%	38%	-10%
COc1cc(NC(=O)c2ccco2)ccc1NC(=O)c1ccccc1Cl	-2%	?	2%	-4%	-7%	2%	4%	20%	-15%
O=C(NCc1ccco1)c1cc(-c2ccc(F)cc2)on1	-6%	-34%	9%	-1%	-19%	-11%	-29%	24%	?
Cc1cc(N2CCOCC2)c2c(N)cc(C)c(C)c2n1	-1%	-42%	-1%	-6%	-10%	5%	-33%	6%	7%
CCS(=O)(=O)n1nc(-c2ccccc2)nc1SCc1ccccc1	-11%	-21%[12.7 µM]	4%	-1%	2%	-3%	48%[activator]	40%	-9%
CC(C)OC(=O)/C(=C/c1cccnc1)NC(=O)c1ccccc1	-7%	-4%	-8%	1%	-3%	-5%	-1%	38%	88%[activator]
Cc1ccc(-c2nc3ncccc3o2)cc1NC(=O)C(C)(C)C	i	.	-2%	2%	-10%	0%	-12%	24%	35%[activator]
COC(=O)c1c(NC(=O)C2CC2)sc(C(=O)Nc2ccccc2)c1C	0%	3%	-1%	-2%	-34%	1%	.	-22%	12%
COc1ccccc1C(O)P(=O)(OC1CCCCC1)OC1CCCCC1 (centres undefined)	-3%	0%[59 µM]	2%	-4%	16%[57.1 µM]	-7%	-5%	30%	124%[activator]
CCOc1ccc(S(=O)(=O)c2c(C(=O)c3ccc(C)c(C)c3)cnc3ccccc23)cc1	i	-38%[59 µM]	76%[activator]	-8%	-24%	2%	?	16%	71%[activator]
COc1ccc(C(=O)Cn2nc(CNc3ccc(Br)cc3)[n+]3c2CCCCC3)cc1	i	?	10%	4%	-21%	-18%	-26%	-1%	-7%
O=C(NCc1ccco1)C1CCC(N2C(=O)C3C4CCC(C4)C3C2=O)CC1 (centres undefined)	-4%	.	1%	-1%	-8%	1%	-12%	16%	18%
C=CCNc1oc(/C=C/c2ccccc2)nc1C#N	-11%	-28%	-1%	-5%	-12%	17%	-26%	22%	-6%
O=C(/N=C1/c2ccccc2CN1c1ccccc1)Nc1ccccc1	-2%	12%[59 µM]	3%	6%	-13%	-12%	-12%	34%	-5%
C[C@H](CO)N1C[C@H](C)[C@@H](CN(C)S(=O)(=O)c2ccc(F)cc2)Oc2ccc(NC(=O)CCC(F)(F)F)cc2C1=O	i	.	-5%	.	-4%	-3%	.	36%	55%[activator]
Cc1ccc(NC(=O)CSc2nnc(C3CC3)n2CC2CCCO2)cc1C (centres undefined)	i	18%	-1%	-4%	-2%	3%	7%	21%	74%[activator]
COc1cc(C)c(CN2CCN(S(=O)(=O)c3ccc(Cl)s3)CC2)cc1OC	1%	5%[2.33 µM]	1%	.	-36%	1%	-34%	7%	-18%
CC(c1ccccc1)N1C(=O)c2ccc(C(=O)Nc3ccccc3C(=O)O)cc2C1=O (centres undefined)	-2%	.	?	-6%	?	10%	?	24%	-18%
CCOc1ccccc1CNn1nnnc1N	-9%	0%[59 µM]	-1%	4%	-6%	3%	-3%	25%	40%[activator]
COc1ccc(CCNS(=O)(=O)c2cc(-c3cc(C)no3)ccc2C)cc1OC	8%	5%[59 µM]	?	-2%	-9%	0%	-4%	38%	25%
N#CC(=C(O)COC(=O)CCCNC(=O)c1ccc(Cl)cc1)c1nc2ccccc2[nH]1	-2%	.	34%[activator]	.	-21%	9%	.	-1%	24%
COc1ccc(-c2nnc(-c3cccnc3)o2)cc1	-3%	.	-7%	4%	-6%	-7%	-32%	19%	-6%
Cc1ccc(C)c(S(=O)(=O)Nc2ccc3sc(C)nc3c2)c1	-5%	9%[59 µM]	3%	-2%	-11%	-7%	5%	22%	2%
COc1ccc2nc(NC(=O)CN3C(=O)NC4(CCCCC4)C3=O)sc2c1	-4%	.	-1%	1%	2%	5%	-17%	10%	9%
CCOc1ccc(S(=O)(=O)N2CCOCC2)c2ccccc12	-7%	5%	-1%	-2%	-13%	3%	2%	40%[activator]	2%
Cc1ccc(S(=O)(=O)N2CCCN(C(=O)OC(C)(C)C)CC2)cc1	-8%	.	-1%	-2%	1%	-10%	3%	7%	-5%
CCC(C)[C@H]1CN=C(N)N1CC1CCCCC1 (some centres undefined)	6%	.	1%	.	-15%	5%	.	22%	-15%
CC(C)(CNC(=S)NCCc1ccccc1)CNC(=S)NCCc1ccccc1	2%	10µM*	11%	-7%	?	-4%	?	-19%	-13%
CCCOC(=O)c1ccc(NC(=O)c2ccc(Br)o2)cc1	3%	0%[59 µM]	-8%	-7%	-3%	5%	-33%	22%	1%
NC(=O)c1csc(-c2ccncc2)n1	i	14%[59 µM]	-4%	-1%	-32%	4%	10%	14%	0%
Cc1ccc2cc(C(c3nnnn3Cc3ccccc3)N3CCc4ccccc43)c(=O)[nH]c2c1 (centres undefined)	2%	9%[12.7 µM]	4%	-13%	?	0%	?	-3%	55%[activator]
Cc1cccc(CN2CCN(C(=S)Nc3ccccc3)CC2)c1	-8%	.	-2%	-7%	-23%	4%	-27%	15%	17%
CCOc1cccc(-c2nnc3n2N=C(c2cc(OC)ccc2OC)CS3)c1	i	-14%[59 µM]	15%	-12%	-18%	23%	?	-4%	-1%
O=C(NCCN1CCOCC1)c1cc2ccccc2o1	4%	?	-10%	0%	-24%	-10%	-1%	50%[activator]	9%
CN(C)S(=O)(=O)c1cccc(NC(=O)CC23CC4CC(CC(C4)C2)C3)c1	-1%	16%	1%	-7%	-5%	-3%	-17%	27%	12%
OCCNc1nnc(-c2ccccc2)c(-c2ccccc2)n1	i	.	-2%	.	-1%	-8%	.	41%[activator]	49%[activator]
Cc1ccc(NC(=O)/C(=C/c2ccc([N+](=O)[O-])cc2)NC(=O)c2ccccc2)cc1	i	3%[12.7 µM]	-5%	-4%	-11%	18%	-2%	-7%	88%[activator]
Cc1nn(-c2cccc(C(=O)O)c2)c(C)c1Oc1ccccc1O	-4%	7%[59 µM]	-4%	-2%	-11%	19%	7%	21%	0%
COc1cccc2cc(C(=O)C3=C(O)C(=O)N(CCN4CCOCC4)C3c3ccc(C)o3)oc12 (centres undefined)	i	32µM*	?	-4%	-16%	-3%	?	27%	126%[activator]
O=C(CCN1CCOCC1)Nc1cc(C(=O)Nc2ccc(Cl)cc2)ccc1N1CC2CC(C1)c1cccc(=O)n1C2 (centres undefined)	10%	8%	10%	1%	-21%	0%	-24%	9%	12%
COc1ccc(-c2ccc(OC)cc2)cc1	6%	0%[59 µM]	-3%	-6%	6%	9%	44%[activator]	30%	8%
Cc1c(N2C(=O)CS/C2=N\N=C\c2ccccc2O)c(=O)n(-c2ccccc2)n1C	0%	17%[59 µM]	9%	-4%	-6%	22%	3%	30%	20%
CC(CNC(=O)CN1C(=O)NC2(CCCCC2)C1=O)c1ccccc1 (centres undefined)	18%	7%[2.33 µM]	-2%	.	-3%	2%	-3%	19%	2%
